Abeta rescue: restores growth of yeast expressing A-beta42 peptide. AID 1347071. Potency, µM (series often up to 46.1 µM), inactives show at the highest dose growth rescue, usual class: activators. 410,000 tested, 0.063% active. yeast expressing A-beta42, growth rescue, OD600, 48 h; response scale: 0% DMSO, 100% iron-clioquinol control; further: potency means the concentration at half of the fitted maximal effect; nearly all actives have a fitted effect of over 55% in size
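Growth rescue measured by 600 nm absorbance after 48 h yeast culture at 30 C with compound. Values normalized between DMSO and an equimolar ferric chloride plus clioquinol control.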
PI5P4Ka inh: blocks human PI5P4K alpha kinase activity | P48426 | PI5P4Kalpha enzyme, ADP-Glo luminescence, 60 min; stronger effect = lower value | max response, % | 330,000 tested, 1.2% active | AID 652105; active means max response of -50% or lower; inconclusive means between -30% and -50%; inactive means -30% or higher; further: value at the top dose of about 77 µM; on the % scale 0 is the no-effect control and ±100 the full control effect
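Compounds were pin-transferred onto PI5P4Kalpha and substrate in HEPES pH 7.4 buffer with EGTA, CHAPS and 5% DMSO. ATP (5 microM final) started the reaction, which ran 60 minutes at room temperature before ADP-Glo detection.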
FUS yeast rescue: FUS proteinopathy suppression in yeast | S. cerevisiae FUS-expressing, growth rescue, OD600, 24 h | Potency, µM (series often up to 76.6 µM), without a hit: top-dose growth rescue (activation), hits mostly activators | AID 1347120 | 390,000 tested, 0.24% active;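 further: potency means the concentration at half of the fitted maximal effect; plate controls were DMSO vehicle for no effect and reference control for full effect; nearly all actives have a fitted effect of over 55% in size; some results filed as inactive show a strong effect at the top dose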
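S. cerevisiae expressing FUS from galactose induction served as the toxicity model. Growth after 24hr at 30C, read as absorbance at 600 nm, indicates suppression of toxicity; compounds dosed at several concentrations.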
EPAC1 ag: activates human EPAC1 exchange factor; O95398; EPAC1 agonist qHTS, biochemical assay; response scale: 100% = response to 6.5 mM cAMP; Potency, µM (titrated, usually from 154 µM), for the others: top-dose activation, hits mostly activators; 360,000 tested, 0.073% active; further: potency means the concentration at half of the fitted maximal effect; nearly all actives have a fitted effect of over 60% in size
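Nucleotide exchange by EPAC1 (100 nM) on Rap1B–BODIPY-GDP (250 nM) in the presence of 50 uM GDP is tracked fluorescently at 480/540 nm over 30 min. Signals are normalized to a 6.5 mM cAMP control.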
WRN helicase inh: inhibitors of human WRN helicase. Q14191. WRN helicase unwinding, fluorescent forked duplex, kinetic. Potency, µM (doses to about 114 µM), without a hit: at the highest dose activity change, negative = inhibition, most hits filed as inhibitors. 360,000 tested, 0.46% active; further: potency means the concentration at half of the fitted maximal effect; on the % scale 0 is the no-effect control and ±100 the full control effect; nearly all actives have a fitted effect of over 55% in size
Target sequence (Q14191 whole entry, looked up): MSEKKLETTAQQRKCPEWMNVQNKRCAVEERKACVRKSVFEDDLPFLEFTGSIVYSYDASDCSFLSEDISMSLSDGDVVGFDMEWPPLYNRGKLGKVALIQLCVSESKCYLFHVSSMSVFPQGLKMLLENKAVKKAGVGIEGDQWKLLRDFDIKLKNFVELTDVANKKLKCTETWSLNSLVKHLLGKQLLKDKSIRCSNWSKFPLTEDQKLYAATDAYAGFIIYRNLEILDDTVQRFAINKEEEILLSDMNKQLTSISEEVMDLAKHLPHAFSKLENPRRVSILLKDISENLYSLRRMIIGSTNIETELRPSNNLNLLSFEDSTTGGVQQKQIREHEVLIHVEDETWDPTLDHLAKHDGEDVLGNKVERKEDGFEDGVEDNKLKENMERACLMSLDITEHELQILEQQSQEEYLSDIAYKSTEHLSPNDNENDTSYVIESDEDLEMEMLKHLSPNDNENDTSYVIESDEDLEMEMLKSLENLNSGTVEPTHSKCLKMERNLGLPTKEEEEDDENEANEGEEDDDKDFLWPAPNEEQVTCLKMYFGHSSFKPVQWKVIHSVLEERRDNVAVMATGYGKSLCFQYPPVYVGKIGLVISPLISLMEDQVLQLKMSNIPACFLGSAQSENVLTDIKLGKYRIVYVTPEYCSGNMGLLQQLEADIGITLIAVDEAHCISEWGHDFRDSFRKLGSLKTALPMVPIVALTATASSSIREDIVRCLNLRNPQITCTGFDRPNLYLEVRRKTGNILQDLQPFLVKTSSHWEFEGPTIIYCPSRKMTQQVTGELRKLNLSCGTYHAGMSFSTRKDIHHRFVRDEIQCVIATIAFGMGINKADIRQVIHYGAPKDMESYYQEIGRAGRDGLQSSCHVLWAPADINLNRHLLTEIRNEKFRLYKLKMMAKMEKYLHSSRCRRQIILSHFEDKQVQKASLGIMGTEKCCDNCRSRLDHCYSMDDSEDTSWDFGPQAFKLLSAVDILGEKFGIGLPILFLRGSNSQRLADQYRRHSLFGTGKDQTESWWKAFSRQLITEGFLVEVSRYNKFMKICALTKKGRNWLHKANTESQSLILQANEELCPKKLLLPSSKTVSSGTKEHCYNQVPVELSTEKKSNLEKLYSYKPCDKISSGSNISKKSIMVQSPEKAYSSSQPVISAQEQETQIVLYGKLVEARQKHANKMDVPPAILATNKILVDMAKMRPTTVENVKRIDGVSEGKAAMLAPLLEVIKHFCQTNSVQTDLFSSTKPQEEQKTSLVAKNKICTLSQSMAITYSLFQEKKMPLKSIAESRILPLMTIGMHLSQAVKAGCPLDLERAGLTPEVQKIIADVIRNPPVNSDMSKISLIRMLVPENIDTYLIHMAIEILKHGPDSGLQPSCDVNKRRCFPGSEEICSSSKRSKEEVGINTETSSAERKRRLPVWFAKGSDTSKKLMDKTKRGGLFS
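Primary qHTS, 1536-well format. 20 nM WRN + compound, 15 min RT; start with 100 nM forked fluorophore/quencher duplex, 2 mM ATP (final); kinetic read ex 525/em 598 nm.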
EPAC1 antagonist: EPAC1 (human) antagonism; EPAC1 GEF assay, Rap1b-BODIPY-GDP exchange fluorescence; Potency, µM (titrated, usually from 115 µM), for the others: top-dose activity change, negative = inhibition, hits mostly inhibitors; O95398; AID 720709; 360,000 tested, 0.14% active;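 further: potency means the concentration at half of the fitted maximal effect; plate controls were vehicle for no effect and positive control for full effect; nearly all actives have a fitted effect of over 50% in size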
IL2 activator: activates IL-2 in a cell-based reporter assay. 360,000 tested, 0.065% active. AID 652025. activation, % (series mostly up to about 46 µM). IL-2 activation reporter assay, cell-based qHTS; stimulated with anti-CD3/CD4/CD28 beads; in transgenic mouse T cells; in the data active means activation above about 50%; inconclusive means mostly about 30% to 49%; further: 0% is about no effect
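Quantitative HTS in unstimulated transgenic mouse T cells, with memory T cells as non-tolerant control and PMA/ionomycin as tolerance-bypass control. Compound pretreatment lasted 60 minutes before 18 h bead stimulation; EGFP/DsRed fluorescence read.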
PLK1 PBD inh: PLK1 (human) polo-box domain binding inhibition | P53350 | 360,000 tested, 2.8% active | AID 720504 | Plk1 PBD binding of FITC phosphopeptide, fluorescence polarization | Potency, µM, inactives show max response, negative = inhibition, actives largely listed as inhibitors; further: potency means the concentration at half of the fitted maximal effect; series mostly up to about 57 µM; on the % scale 0 is the no-effect control and ±100 the full control effect; nearly all actives have a fitted effect of over 65% in size
aSyn yeast inh: rescues yeast growth from alpha-synuclein toxicity; Yeast expressing alpha-synuclein, growth rescue, BacTiter-Glo, 24 h; 370,000 tested, 0.14% active; Potency, µM (top dose mostly 46.1 µM), inactives show at the top dose growth rescue (activation), most hits filed as activators; AID 652106; further: potency means the concentration at half of the fitted maximal effect; % of control where 0% means no effect; nearly all actives have a fitted effect of over 65% in size
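Readout is rescue of growth in alpha-synuclein-expressing yeast, so inhibitors of toxicity appear as activators. Growth after 24 hr at 30 deg C in galactose medium is quantified by luminescence.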
* marks the source's active call; other numbers are inactive results; ? = inconclusive; . = no result given; [ ] = dose if it differs, or a comment. Unless noted, the call rests on the fitted dose curve; in most records, active means well fitted curve in the direction sought with a large enough effect; inconclusive means small, poorly fitted or top-dose-only effect, or another doubt; inactive means no such curve, though single readings can be large; an effect the other way counts as inactive or inconclusive. Outcome played no part in choosing rows, and some 4.1% of all compounds hit somewhere here.

Below each SMILES – Abeta rescue | PI5P4Ka inh | FUS yeast rescue | EPAC1 ag | WRN helicase inh | EPAC1 antagonist | IL2 activator | PLK1 PBD inh | aSyn yeast inh
- CN(C)c1ccc(C(C(=O)NCc2ccccc2)N(Cc2ccco2)C(=O)c2snc(C(N)=O)c2N)cc1 (stereo not drawn)
    -10% | 3 | 44% | 16% | -4% | -29% | -3.2 | -3% | 10%
- CC1=CC2=NC(=O)CC(C)(C(=O)N(CC(=O)NC(C)(C)C)C3CCCC3)N2C=C1 (stereo not drawn)
    10% | . | ? | 4% | 0% | 4% | 0.6 | -6% | 4%
- O=C(c1cccc(C(F)(F)F)c1)c1c[nH]c(C(=O)NCCCN2CCOCC2)c1
    4% | -1 | 11% | 1% | -26% | 11% | 0.4 | -10% | -8%
- CCOC(=O)c1cc(CC)sc1NC(=O)CC1Sc2ccc(C(F)(F)F)cc2NC1=O (stereo not drawn)
    9% | 17 | 19% | 6% | 0% | -1% | 0.0 | -15% | -11%
- COc1ccc(-c2nn(-c3ccccc3F)cc2CNCCn2nc(C)cc2C)cc1
    -3% | -8 | 18% | 0% | 9% | 13% | -4.2 | -3% | -1%
- CC(C1CC1)N(C(=O)NC1CCS(=O)(=O)C1)c1ccccc1 (stereo not drawn)
    13% | -4 | -3% | -3% | 1% | 9% | 1.1 | -1% | 0%
- Cc1cc(Cl)ccc1C(=O)C1CCCN(C(=O)c2nonc2C)C1 (stereo not drawn)
    -12% | 9 | 21% | 13% | -11% | -21% | -3.4 | -2% | 27%
- Cc1cccc(N/C(=N/S(=O)(=O)c2ccccc2)c2ccccc2)n1
    3% | 2 | 7% | 5% | -1% | -22% | 0.0 | 5% | 0%
- CN(C)/C=N/c1ncc(C(=O)OC(C)(C)C)s1
    12% | 1 | 2% | 2% | -14% | -7% | -1.2 | -7% | -7%
- COc1ccc(Oc2cnc3ccccc3n2)cc1
    16% | -1 | 8% | 8% | -4% | -11% | -0.1 | -7% | 0%
- CSc1nc(Oc2ccc3ccccc3c2)c2ccccc2n1
    10% | 2 | -5% | 17% | -6% | -13% | -0.1 | -6% | 0%
- Cc1occc1C(=O)Nc1ccc(Br)cc1F
    -14% | 3 | -21% | -1% | -12% | -12% | -0.8 | -13% | -4%
- CCOC(=O)C(CCC(C)=O)C(=O)c1ccccc1 (stereo not drawn)
    -5% | 0 | -19% | 5% | 1% | -13% | 1.0 | -13% | 0%
- Cc1ccc(NC(=O)/C=C/c2ccc(Cl)cc2)nc1
    -10% | -11 | -2% | -1% | -14% | 4% | 0.4 | -3% | -7%
- O=C1CCCC2(O)C1C(c1cccc(Br)c1)NC(=O)N2Cc1ccccc1 (stereo not drawn)
    13% | 4 | -25% | -5% | 3% | 20% | -0.1 | -26% | 9%
- O=S(=O)(c1ccccc1F)N1CCN(c2nc3ccccc3s2)CC1
    -5% | -5 | -5% | 11% | 1% | 3% | -0.7 | -6% | 10%
- COC(=O)Nc1cc(C(F)(F)F)ccc1N1CCN(c2ccccc2)CC1
    1% | . | -26% | 12% | 238%[activator] | 1% | -0.8 | -6% | -9%
- CC(C)(C)[C@H]1C=C(C(=O)N2CCOCC2)O[C@@H](OCCCCO)C1
    9% | -5 | -5% | 9% | -9% | -3% | 0.4 | 7% | 0%
- C=CCn1c(=O)c(C(=O)NCc2ccc(Cl)cc2)c(O)c2ccccc21
    -1% | 4 | -14% | 7% | 0% | 2% | -2.3 | -14% | -1%
- CCN(CC)S(=O)(=O)c1ccc(N2CCOCC2)c(NC(=O)c2ccc(OC)c([N+](=O)[O-])c2)c1
    5% | 10 | -1% | 11% | -7% | -27% | 0.2 | -7% | 7%
- O=C(CCN1CCCC1=O)NC1CCCc2c1cnn2-c1ccc(F)cc1F (stereo not drawn)
    1% | -2 | . | 5% | -29% | -3% | -1.8 | 1% | 4%
- Cc1ccc(Cl)cc1Nc1nc(-c2cccnc2)cs1
    -77%[inhibitor] | 23 | 10% | 5% | -14% | -17% | -0.8 | -2% | 3%
- Cc1ccc(C(=O)N/N=C\c2ccc(-c3ccc([N+](=O)[O-])cc3)o2)cn1
    1% | 1 | 11% | 4% | -2% | 11% | ? | -4% | -1%
- COc1ccccc1CNC(=O)c1cc(-c2ccccc2)n(Cc2cc(C)no2)n1
    -6% | 4 | 24% | -4% | -2% | ? | -0.1 | -24% | -3%
- NS(=O)(=O)c1cc(C(=O)N2CCNC(=O)C2)ccc1Cl
    -7% | 8 | -39% | 0% | -3%[57.1 µM] | 4% | 0.1 | -3% | -2%
- Cc1cccc(CNC(=O)C2CCC(=O)N(C3CC3)C2)c1 (stereo not drawn)
    7% | 4 | 0% | -1% | 3% | -14% | -0.4 | -4% | 1%
- Cc1cc(C(=O)NC(=S)Nc2cccc(C(=O)O)c2C)ccc1[N+](=O)[O-]
    -1% | 0 | -31% | 11% | -2% | -13% | 8.2 | -7% | -2%
- CCOC(=O)N1CCN(S(=O)(=O)c2cc(Cl)ccc2Cl)CC1
    20% | -14 | -4% | 1% | -22% | -30% | 0.1 | -6% | -1%
- CC(C)c1ccccc1NC(=S)NC(=O)C1CCCCC1
    ? | -3 | -14% | 1% | -3% | -4% | 0.0 | -1% | 1%
- CCCCNC(=O)C[C@@H]1C[C@@]2(C(=O)OCC)CCC=C2N(CCC2=CCCCC2)C1=O
    -22% | -1 | 20% | -8% | -14% | -13% | 1.7 | ? | 1%
- CCCN1C(=O)C2(C(C(=O)c3ccc(C)o3)=C(O)C(=O)N2CCCN2CCOCC2)c2ccccc21 (stereo not drawn)
    5% | . | -4% | 0% | -1%[57.1 µM] | -17% | -0.8 | -12% | 3%
- O=C(COC(=O)c1cc(S(=O)(=O)NCc2ccccc2)ccc1O)c1cc2ccccc2o1
    4% | -6 | -1% | -4% | -12% | -5% | 1.5 | 0% | ?
- CC(NC(=O)Cc1ccc(Br)cc1)c1ccccc1 (stereo not drawn)
    10% | -1 | -10% | -1% | -4% | 1% | -0.5 | -10% | 0%
- COc1ccc(OC)c(NC(=O)COC(=O)COc2ccc(Nc3ccccc3)cc2)c1
    15% | -13 | 24% | 10% | -13% | -9% | 0.1 | 1% | 12%
- CCOC(=O)C1CCCN(C(c2ccccn2)c2c(C)[nH]c3ccccc23)C1 (stereo not drawn)
    -12% | 0 | 4% | 9% | -1% | 11% | 0.9 | -16% | -5%
- COc1ccc(S(=O)(=O)NC2(C(F)(F)F)N=C3SCCN3C2=O)cc1 (stereo not drawn)
    1% | -2 | 18% | 7% | -11% | -15% | -0.8 | -5% | 3%
- O=C(NCCc1ccccc1)c1ccco1
    17% | 2 | -27% | 15% | -8% | 0% | -0.4 | -2% | 3%
- O=C1NC[C@@H](CCCCN2C[C@H](Cc3ccc(O)cc3)N(CCc3ccccc3)C(=O)C2=O)N(Cc2ccccc2)C1=O
    -6% | 1 | 16% | -5% | -4% | -15% | 0.2 | -5% | -5%
- Nc1ccc2c(c1)Cc1cc(N)c(Br)cc1-2
    -1% | 9 | . | -2% | -6% | 0% | -2.8 | -3% | 3%
- CCN(CC(=O)Nc1c(F)cccc1F)C(=O)Cn1c(=O)cnc2ccccc21
    -2% | 0 | 7% | -7% | 7% | 1% | -0.4 | -9% | 1%[1.84 µM]
- Cc1ccc(-c2nc3ccc(Cl)cn3c2Cc2ccsc2)cc1
    -13% | -8 | 11% | 11% | -14% | -18% | -0.3 | ? | -6%
- CC(=O)Nc1ccc(S(=O)(=O)Nc2ccc(C(=O)NCC(=O)O)cc2)cc1
    12% | 3 | -31% | -12% | 4% | 14% | -2.6 | 1% | 9%
- Cc1ccccc1NC(=O)CSc1nc2scc(C)c2c(=O)[nH]1
    -10% | -9 | 19% | 2% | 14% | 6% | 0.1 | -8% | -2%
- Cc1ccc2nc(-c3ccc(NC(=O)CSc4ccccc4)cc3)[nH]c2c1
    -24% | . | 1% | 4% | -7%[57.1 µM] | -2% | -2.4 | -9% | -21%
- O=C(Nc1nccs1)C1CCN(S(=O)(=O)c2ccc3c(c2)OCCCO3)CC1
    -1% | . | 29% | 2% | -5% | 14% | -2.4 | 4% | 9%
- Cc1ccc(S(=O)(=O)NC(=O)C2CCCCC2)cc1
    10% | 1 | 9% | 4% | 7% | 19% | -0.3 | -10% | -2%[1.84 µM]
- CCN(CC)CC(=O)Nc1sc2c(c1C(=O)c1ccccc1OC)CCC2
    17% | 0 | 10% | 5% | -2% | -1% | -0.9 | 4% | 10%
- O=C(/C=C/c1cccc([N+](=O)[O-])c1)Nc1cccc(NC(=O)c2cccs2)c1
    -18% | -15 | 16% | 11% | -6% | -8% | -1.4 | ? | -1%
- O=C1CCCN1CC(O)CS(=O)(=O)Cc1ccc(Cl)cc1Cl (stereo not drawn)
    1% | -1 | -28% | 8% | -2% | -19% | 0.9 | -10% | 0%
- Cc1ccc(CNC(=O)c2cc3c(=O)n4ccccc4nc3n(CC3CCCO3)c2=N)cc1 (stereo not drawn)
    -1% | 8 | 0% | 0% | 0% | 0% | -0.6 | -11% | 3%
- N#Cc1c(-c2ccccc2F)cc(-c2cccnc2)nc1N
    -7% | 3 | 3% | -2% | -5% | 9% | 3.5 | 0% | 2%
- CCCC(=O)OCC(=O)c1[nH]c(C)c(C(C)=O)c1C
    14% | -18 | 19% | 3% | -2% | 11% | 0.2 | -12% | -5%

3 compounds out of the list above, ordered by the value under PLK1 PBD inh, falling.
| mol | PI5P4Ka inh | WRN helicase inh | EPAC1 antagonist | PLK1 PBD inh |
| --- | --- | --- | --- | --- |
| COC(=O)Nc1cc(C(F)(F)F)ccc1N1CCN(c2ccccc2)CC1 | . | 238%[activator] | 1% | -6% |
| CCCC(=O)OCC(=O)c1[nH]c(C)c(C(C)=O)c1C | -18 | -2% | 11% | -12% |
| C=CCn1c(=O)c(C(=O)NCc2ccc(Cl)cc2)c(O)c2ccccc21 | 4 | 0% | 2% | -14% |

Bioassay records from PubChem BioAssay.
